# mut p53 react: restores mutant p53 pathway signaling in SW480 cells; SW480 PUMA-promoter luciferase, p53 mutant reactivation; activation, % at 9.98 µM; 28,000 compounds, 1.5% hits; AID 624151; in the data active = activation above about 52%
# STK33 inh: human STK33 kinase inhibition. ADP-Glo luminescence, MBP substrate. 27,000 compounds, 0.44% hits. inhibition, % at 12.5 µM. Q9BYT3. AID 2322; in the data active = inhibition above about 20%
# Target sequence (Q9BYT3 whole entry, looked up): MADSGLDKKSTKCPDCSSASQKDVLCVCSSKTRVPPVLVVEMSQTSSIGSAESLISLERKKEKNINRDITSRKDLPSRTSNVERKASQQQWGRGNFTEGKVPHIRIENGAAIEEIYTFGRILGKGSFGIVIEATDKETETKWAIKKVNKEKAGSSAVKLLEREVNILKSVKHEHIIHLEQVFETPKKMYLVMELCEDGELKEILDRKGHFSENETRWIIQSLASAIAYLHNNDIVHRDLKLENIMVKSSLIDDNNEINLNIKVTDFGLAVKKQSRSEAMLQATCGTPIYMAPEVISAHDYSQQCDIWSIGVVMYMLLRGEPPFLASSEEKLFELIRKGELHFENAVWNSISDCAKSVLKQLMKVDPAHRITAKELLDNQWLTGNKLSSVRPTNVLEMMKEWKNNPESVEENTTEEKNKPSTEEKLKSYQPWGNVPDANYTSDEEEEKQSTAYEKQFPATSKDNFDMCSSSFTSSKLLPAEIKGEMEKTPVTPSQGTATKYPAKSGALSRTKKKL
# Numbers without * were called inactive; · = not tested or not shown; & = joins results of further samples.
SMILES,mut p53 react,STK33 inh
C[C@@H]1CN([C@H](C)CO)C(=O)c2cccc(NC(=O)Nc3ccc(F)cc3)c2O[C@@H]1CN(C)C(=O)Nc1ccc(F)cc1,-3.9,·
C[C@H]1CN([C@@H](C)CO)C(=O)CCCn2cc(nn2)CO[C@@H]1CN(C)S(=O)(=O)c1cccs1,6.8,1.0
Cc1nnc(SCC(=O)Nc2ccc(Cl)c(C)c2)s1,-8.2,2.0
Cc1noc(C)c1NC(=O)Nc1ccc2c(c1)CC(=O)N([C@H](C)CO)C[C@H](C)[C@H](CN(C)C)O2,5.2,0.9
COc1ccccc1N(CC(=O)N1CCCCC1)S(C)(=O)=O,1.0,-2.4
CCNc1nc(SCC(=O)Nc2ccc(Cl)c(Cl)c2)nc(N(C)C)n1,-7.1,-3.5
CCOC(=O)N(C)C[C@H]1OCc2cn(nn2)CCCC(=O)N([C@H](C)CO)C[C@H]1C,·,-0.8
CCOC(=O)c1c(NC(=O)Cn2nc(C)c([N+](=O)[O-])c2C)sc2c1CCCC2,-7.1,0.1
C[C@@H]1CN([C@H](C)CO)C(=O)c2cc(NS(C)(=O)=O)ccc2O[C@@H](C)CCCCO[C@H]1CN(C)S(=O)(=O)c1cn(C)cn1,1.8,·
Cc1csc2c(SCC(O)C(F)(F)F)ncnc12 (centres undefined),56.4*,·
O=C1CC(=Nc2ccc(F)c(C(F)(F)F)c2)c2ccccc2C1=O,-28.1,·
CCc1ccc(-c2nc3cc(NC(=O)COc4ccccc4[N+](=O)[O-])ccc3o2)cc1,22.0,-1.3
O=S(=O)(NCCc1c[nH]c2ccccc12)c1ccc(Cl)c(Cl)c1,·,1.3
COC(=O)c1ccc(C2C(Oc3ccc(OC)cc3)C(=O)N2Cc2ccc(F)cc2)cc1 (centres undefined),-6.6,·
Cc1ccc(-c2ccc3c(c2)O[C@H](CN(C)Cc2ccccn2)[C@@H](C)CN([C@H](C)CO)S3(=O)=O)cc1,-55.2,·
COc1ccc(CN(C)C[C@H]2Oc3c(NS(=O)(=O)c4ccc(Cl)cc4)cccc3C(=O)N([C@H](C)CO)C[C@H]2C)cc1,-7.3,·
C=C(COC(=O)C(C)C)C1Oc2cc(C(C)=O)ccc2C1OC(=O)C(C)C (centres undefined),0.5,-4.4
C[C@H](CO)N1C[C@H](C)[C@H](CN(C)Cc2ccccc2)Oc2cc(/C=C/c3ccccc3)ccc2S1(=O)=O,-9.5,·
CC(C)NS(=O)(=O)c1ccc(OCC(=O)N2CCOCC2)c(Cl)c1,-3.6,-0.7
Cn1c(SCC(=O)Nc2ccc(F)cc2)nnc1-c1ccc([N+](=O)[O-])cc1,-1.2,26.5*
Cc1cccc(CN(C)C[C@H]2OCc3cnnn3CCCC(=O)N([C@@H](C)CO)C[C@H]2C)c1,·,10.1
C[C@H]1CN([C@@H](C)CO)C(=O)CCCn2cc(nn2)CO[C@H]1CN(C)S(=O)(=O)c1ccc(Oc2ccccc2)cc1,5.5,-4.9
C[C@@H]1Oc2c(c(O)c3c(c2C(CC(=O)O)c2ccccc2)OC(C)(C)C=C3)C(=O)[C@H]1C (some centres undefined),·,-4.8
Clc1ccc(OCCCCSc2ncccn2)cc1,45.2,0.8
O=C(CSc1nc2ccccc2c(=O)n1-c1ccc(Cl)cc1)Nc1ccccc1[N+](=O)[O-],0.3,-0.8

# Random excerpt: 3 records from the list, in no set order.
SMILES,mut p53 react,STK33 inh
C=C(COC(=O)C(C)C)C1Oc2cc(C(C)=O)ccc2C1OC(=O)C(C)C (centres undefined),0.5,-4.4
C[C@@H]1CN([C@H](C)CO)C(=O)c2cccc(NC(=O)Nc3ccc(F)cc3)c2O[C@@H]1CN(C)C(=O)Nc1ccc(F)cc1,-3.9,·
Cc1nnc(SCC(=O)Nc2ccc(Cl)c(C)c2)s1,-8.2,2.0

# Continuation.
SMILES,mut p53 react,STK33 inh
COc1ccccc1C#Cc1cnc2c(c1)C(=O)N([C@@H](C)CO)C[C@@H](C)[C@@H](CN(C)C(C)=O)O2,-5.0,·
N/C(CS(=O)(=O)Cc1ccc(F)cc1)=N\O,-14.8,·
Cc1noc(C)c1C(=O)NCCCn1ccnc1,-7.7,-2.1
CCOc1cccc2c(C)nc(Nc3nc4c(c(=O)[nH]3)CCCC4)nc12,-61.4,-0.2
C[C@@H]1CN([C@H](C)CO)C(=O)c2cc(NC(=O)Nc3ccc(C(F)(F)F)cc3)ccc2O[C@H]1CN(C)C,-14.7,0.1
CC(C)NC(=O)N(C)C[C@H]1Oc2ccc(NC(=O)c3ccncc3)cc2C(=O)N([C@@H](C)CO)C[C@H]1C,·,-1.4
Cc1noc(C)c1S(=O)(=O)Nc1ccc2c(c1)CC(=O)N([C@H](C)CO)C[C@@H](C)[C@@H](CN(C)C(=O)NC1CCCCC1)O2,·,-3.7
Cc1cccc(SCC(=O)Nc2ccc3c(c2)OCCO3)c1,·,0.5
COc1ccccc1NC(=O)N(C)C[C@H]1Oc2ncc(C#CC(C)C)cc2C(=O)N([C@H](C)CO)C[C@@H]1C,10.9,·
O=C(COc1cccc2ccccc12)Nc1ccccc1C(=O)O,49.0,-1.6
C[C@H](CO)N1C[C@H](C)[C@@H](CN(C)Cc2ccc(C(=O)O)cc2)Oc2cc(C#CCC3CCCC3)ccc2S1(=O)=O,-7.6,·
COc1ccc2c(c1OC)C(=O)O[C@@H]2[C@H]1c2c(cc3c(c2OC)OCO3)CCN1C,-5.2,0.0
COCCNC(=O)C[C@H]1C[C@@H]2c3cc(NC(=O)Nc4ccccc4F)ccc3O[C@@H]2[C@@H](CO)O1,9.9,·
C[C@@H]1CN([C@H](C)CO)C(=O)CCCn2cc(nn2)CO[C@H]1CN(C)S(=O)(=O)c1ccc(-n2cccn2)cc1,-8.3,-1.3
CC(=O)Nc1ccc(NC(=O)Cn2ccc([N+](=O)[O-])n2)cc1,-5.3,-1.7
Cc1noc(C)c1S(=O)(=O)Nc1ccc2c(c1)CC(=O)N([C@H](C)CO)C[C@@H](C)[C@H](CN(C)S(=O)(=O)c1ccccc1)O2,0.6,3.4
COCCOC(=O)N1C(=O)[C@@]2(c3cc(C#Cc4ccc(OC)cc4)ccc31)[C@H](c1ccc(O)cc1)N1[C@H](c3ccccc3)[C@H](c3ccccc3)OC(=O)[C@H]1[C@@H]2C(=O)NC[C@H](O)c1ccccc1,·,3.2
C[C@@H]1CN([C@H](C)CO)C(=O)c2cc(N(C)C)ccc2O[C@@H](C)CCCCO[C@H]1CN(C)C(=O)CCC(F)(F)F,2.5,·
CC(C)NC(=O)N(C)C[C@@H]1Oc2ccc(NC(=O)Cn3cnnn3)cc2C(=O)N([C@@H](C)CO)C[C@@H]1C,·,-0.6
COc1cc(C(=O)NC(C(=O)O)C(C)C)cc(OC)c1OC (centres undefined),-11.8,-1.1
C[C@H]1CN([C@@H](C)CO)C(=O)Cc2cc(NC(=O)C3CC3)ccc2O[C@@H]1CN(C)C(=O)Nc1ccccc1,2.5,-5.0
C[C@H]1CN([C@@H](C)CO)C(=O)Cc2cc(NC(=O)NC3CCCCC3)ccc2O[C@H]1CN(C)Cc1ccc(Oc2ccccc2)cc1,·,6.8
C[C@H](CO)N1C[C@H](C)[C@@H](CN(C)C(=O)NC2CCCCC2)Oc2ccc(NC(=O)Cn3cnnn3)cc2C1=O,-5.2,·
NS(=O)(=O)c1cc2c(cc1Cl)NC(CC1CCCC1)NS2(=O)=O (centres undefined),12.8,2.8
C[C@@H]1CN([C@@H](C)CO)S(=O)(=O)c2ccc(/C=C/c3ccccc3)cc2O[C@@H]1CN(C)C(=O)c1ccncc1,-0.3,·

# The last four entries of the section before are carried over, then new ones follow:
SMILES,mut p53 react,STK33 inh
C[C@H]1CN([C@@H](C)CO)C(=O)Cc2cc(NC(=O)NC3CCCCC3)ccc2O[C@H]1CN(C)Cc1ccc(Oc2ccccc2)cc1,·,6.8
C[C@H](CO)N1C[C@H](C)[C@@H](CN(C)C(=O)NC2CCCCC2)Oc2ccc(NC(=O)Cn3cnnn3)cc2C1=O,-5.2,·
NS(=O)(=O)c1cc2c(cc1Cl)NC(CC1CCCC1)NS2(=O)=O (centres undefined),12.8,2.8
C[C@@H]1CN([C@@H](C)CO)S(=O)(=O)c2ccc(/C=C/c3ccccc3)cc2O[C@@H]1CN(C)C(=O)c1ccncc1,-0.3,·
COc1ccccc1NC(=O)N(C)C[C@H]1Oc2cc(Br)ccc2S(=O)(=O)N([C@@H](C)CO)C[C@@H]1C,3.8,·
CCOc1ccc(-n2nc3ccc(NC(=O)COc4ccccc4Cl)cc3n2)cc1,-25.8,2.4
O=C(CS)NCCCCCCNC(=O)[C@H]1C[C@H]2C(=O)NCC(=O)N2[C@H]1c1cccc(OCCO)c1,·,-2.1
C[C@@H]1CN([C@@H](C)CO)C(=O)CCCn2nncc2CO[C@@H]1CN(C)C(=O)NC1CCCCC1,·,0.7
Cc1nnc(SCC(=O)c2ccc([N+](=O)[O-])cc2)s1,-9.5,3.8
Cc1noc(C)c1S(=O)(=O)Nc1ccc2c(c1)C(=O)N([C@@H](C)CO)C[C@@H](C)[C@H](CN(C)C(=O)Nc1ccc3c(c1)OCO3)O2,3.9,·
C[C@@H]1CN([C@H](C)CO)C(=O)Cc2cc(NC(=O)CCN3CCOCC3)ccc2O[C@@H]1CN(C)Cc1ccc2c(c1)OCO2,·,-1.6
Cc1noc(C)c1S(=O)(=O)Nc1ccc2c(c1)C(=O)N([C@@H](C)CO)C[C@H](C)[C@H](CN(C)C(=O)NC1CCCCC1)O2,8.3,-4.1
CSc1c(C#N)c(-c2ccc(Cl)cc2)nn1C,·,2.9
CC(C)=CCc1c(-c2ccc(O)cc2O)oc2c3c(cc(O)c2c1=O)OC(C)(C)C=C3,-14.2,-8.1
Cc1ccc(S(=O)(=O)N(C)C[C@H]2OCCCC[C@@H](C)Oc3ccc(NC(=O)Nc4c(C)noc4C)cc3C(=O)N([C@@H](C)CO)C[C@@H]2C)cc1,-1.1,·
COc1ccc(S(=O)(=O)Nc2ccc3c(c2)CC(=O)N([C@@H](C)CO)C[C@H](C)[C@@H](CN(C)C)O3)cc1,-0.9,3.6
Cn1cnnc1SC1CCCCC1NS(=O)(=O)c1ccccc1 (centres undefined),-12.5,0.9
C[C@@H]1CN([C@@H](C)CO)C(=O)Cc2cc(NC(=O)CCN3CCOCC3)ccc2O[C@@H]1CN(C)C(=O)NC1CCCCC1,·,-0.3
Cc1ccc(S(=O)(=O)N(C)C[C@@H]2Oc3ccc(NC(=O)Cc4ccccc4)cc3C(=O)N([C@@H](C)CO)C[C@@H]2C)cc1,·,0.8
C[C@H]1CN([C@@H](C)CO)C(=O)Cc2cc(NS(=O)(=O)c3ccccc3)ccc2O[C@@H]1CN(C)C(=O)Nc1ccc2c(c1)OCO2,12.5,1.1
C[C@@H]1CN([C@@H](C)CO)C(=O)CCCn2nncc2CO[C@@H]1CN(C)Cc1ccc(C(F)(F)F)cc1,-3.7,-2.0
C[C@@H]1CN([C@H](C)CO)C(=O)c2cc(N(C)C)ccc2O[C@@H](C)CCCCO[C@H]1CN(C)S(=O)(=O)c1cccs1,-17.7,·
CC(C)CC#Cc1ccc2c(c1)O[C@H](CN(C)Cc1cccc(F)c1)[C@H](C)CN([C@H](C)CO)S2(=O)=O,-28.2,·
O=C(CN1C(=O)c2ccccc2S1(=O)=O)Nc1cc(Cl)ccc1Oc1ccccc1,19.2,-0.5
O=C(CC1C(=O)N(c2ccccc2)C(=O)N1Cc1cccs1)Nc1ccccc1 (centres undefined),-9.8,-3.8
C[C@@H]1CN([C@@H](C)CO)C(=O)c2cc(C#CC3CC3)cnc2O[C@@H]1CN(C)Cc1cccc(C(=O)O)c1,4.2,·
O=C(COc1cccc2ccccc12)Nc1cccnc1,3.2,-2.2
C[C@H]1CN([C@@H](C)CO)C(=O)CCCn2nncc2CO[C@@H]1CN(C)Cc1ccc(Cl)c(Cl)c1,-3.0,1.1
C(=NCc1ccco1)c1cn(-c2ccccc2)nc1-c1ccccc1,·,0.1

# The final four entries of the part above lead into the next:
SMILES,mut p53 react,STK33 inh
C[C@@H]1CN([C@@H](C)CO)C(=O)c2cc(C#CC3CC3)cnc2O[C@@H]1CN(C)Cc1cccc(C(=O)O)c1,4.2,·
O=C(COc1cccc2ccccc12)Nc1cccnc1,3.2,-2.2
C[C@H]1CN([C@@H](C)CO)C(=O)CCCn2nncc2CO[C@@H]1CN(C)Cc1ccc(Cl)c(Cl)c1,-3.0,1.1
C(=NCc1ccco1)c1cn(-c2ccccc2)nc1-c1ccccc1,·,0.1
C[C@@H]1CN([C@@H](C)CO)C(=O)Cc2cc(NC(=O)Cc3cn(C)c4ccccc34)ccc2O[C@@H]1CN(C)Cc1ccc2c(c1)OCO2,·,0.2
C[C@@H]1CCCCO[C@@H](CN(C)C(=O)CCC(F)(F)F)[C@H](C)CN([C@@H](C)CO)C(=O)c2cc(NS(C)(=O)=O)ccc2O1,2.2,·
CCn1c(SCC(=O)c2ccc(OC)cc2)nnc1-c1cc2cc(Br)ccc2o1,2.9,-0.2
CC(C)NC(=O)Nc1ccc2c(c1)C(=O)N([C@H](C)CO)C[C@@H](C)[C@H](CN(C)Cc1ccc(Cl)c(Cl)c1)OCCCC[C@@H](C)O2,-24.2,·
CC(=O)OC(CCCCc1ccc(O)c(O)c1)CCc1ccc(O)c(O)c1 (centres undefined),·,-3.0
COCCNC(=O)C[C@@H]1C[C@H]2c3cc(NC(=O)C4CCC4)ccc3O[C@H]2[C@H](CO)O1,0.5,·
C[C@H](CO)N1C[C@H](C)[C@@H](CN(C)Cc2ccc(Oc3ccccc3)cc2)Oc2c(NS(C)(=O)=O)cccc2C1=O,4.1,·
CC1(C)S[C@@H]2[C@H](NC(=O)Cc3ccccc3)C(=O)N2[C@H]1C(=O)O,·,-0.9&-4.8
C[C@@H]1CCCCO[C@H](CN(C)Cc2ccccc2)[C@@H](C)CN([C@H](C)CO)C(=O)c2cc(NC(=O)CCC(F)(F)F)ccc2O1,-0.1,5.3
Cc1ccc2oc(=O)n(CCc3noc(-c4cc(C)on4)n3)c2c1,10.2,·
C[C@@H]1CCCCO[C@@H](CN(C)S(=O)(=O)c2ccc(Cl)cc2)[C@@H](C)CN([C@H](C)CO)C(=O)c2cc(NS(=O)(=O)c3ccc(Cl)cc3)ccc2O1,·,0.0
COc1ccc([C@@H]2CC(=O)c3c(O)cc(O)cc3O2)cc1O,40.0,0.8

# Source: PubChem (Broad Institute)

# An excerpt; the hit share may differ from the screen's.
